L3MBTL1 inh – inhibitors of human L3MBTL1; Q9Y468; Potency, µM (series often up to 57.1 µM), for the others: top-dose activity, negative = inhibition, usual class: inhibitors; AlphaScreen L3MBTL1–H3K9me1 peptide binding; 230,000 tested, 0.66% active; AID 485360; further: on the % scale 0 is the no-effect control and ±100 the full control effect; nearly all actives have a fitted effect of over 60% in size
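L3MBTL1 (50 nM) pre-complexed 30 min with biotinylated H3(1-15)K9me1 peptide (75 nM), then compounds added for 30 min at room temperature; AlphaScreen streptavidin donor/nickel chelate acceptor beads (10 ug/mL final) read after 30 min dark incubation.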
TRb-SRC2 inh – TRbeta-SRC2 interaction inhibition | P10828 | 280,000 tested, 0.065% active | TRbeta-SRC2 peptide binding, fluorescence polarization; receptor liganded with 1 µM T3 | Potency, µM (doses to about 106 µM), without a hit: at the highest dose activity change, negative = inhibition, hits mostly inhibitors;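 further: plate controls were bound peptide for no effect and peptide without receptor for full effect; nearly all actives have a fitted effect of over 50% in size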
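Fluorescence polarization of 20 nM Texas Red SRC2 peptide (20-aa NR interaction domain) bound to 0.6 uM human TRb ligand-binding domain, with 1 uM T3, after 5 hr at ambient temperature; inhibition seen as decreased polarization.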
RECQ1 helicase – RECQ1 (human) helicase inhibition. 240,000 tested, 0.54% active. Potency, µM (top dose mostly 57.3 µM), without a hit: top-dose activity, negative = inhibition, hits mostly inhibitors. RECQ1 DNA unwinding, red fluorescence kinetic read. AID 2549. P46063;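 further: plate controls were vehicle for no effect and no enzyme for full effect; nearly all actives have a fitted effect of over 30% in size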
Target sequence (P46063 whole entry, looked up): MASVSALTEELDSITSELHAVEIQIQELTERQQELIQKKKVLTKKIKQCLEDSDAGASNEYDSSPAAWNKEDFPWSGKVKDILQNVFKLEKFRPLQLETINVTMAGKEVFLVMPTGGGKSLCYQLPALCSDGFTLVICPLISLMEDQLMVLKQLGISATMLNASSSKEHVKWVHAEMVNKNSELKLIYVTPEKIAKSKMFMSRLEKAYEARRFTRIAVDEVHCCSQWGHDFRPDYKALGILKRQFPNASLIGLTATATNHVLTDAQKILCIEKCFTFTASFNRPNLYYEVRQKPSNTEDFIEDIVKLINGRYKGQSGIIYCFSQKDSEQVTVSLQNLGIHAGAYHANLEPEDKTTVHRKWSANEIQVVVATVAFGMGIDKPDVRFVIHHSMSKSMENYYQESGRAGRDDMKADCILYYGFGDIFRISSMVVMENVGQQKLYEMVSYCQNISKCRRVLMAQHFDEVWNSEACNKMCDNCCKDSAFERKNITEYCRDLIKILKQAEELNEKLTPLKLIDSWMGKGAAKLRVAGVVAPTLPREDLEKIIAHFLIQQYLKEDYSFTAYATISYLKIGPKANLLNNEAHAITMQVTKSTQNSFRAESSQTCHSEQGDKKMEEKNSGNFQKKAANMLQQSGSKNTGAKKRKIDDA
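50 nM RECQ1T1 preincubated 15 min with compound in Tris pH 8.0 buffer with MgCl2, DTT, Tween-20 and 2.5 ug/ml poly(dI-dC); started with 200 nM TAMRA/BHQ-2 forked duplex and 2 mM ATP. Unwinding read as fluorescence (525/598 nm), two reads 2 h apart.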
TexasRed fluor – Texas Red fluorescence interference in TRb-SRC2 counter-screen. TRb/SRC2 Texas Red total fluorescence interference. Potency, µM (series often up to 106 µM), without a hit: top-dose fluorescence change, negative = quenching. 280,000 tested, 0.29% active; active means well fitted curve in either direction with a large enough effect; inconclusive means small, poorly fitted or top-dose-only effect; further: on the % scale 0 is the no-effect control and ±100 the full control effect
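Human TRβ ligand-binding domain (0.6 uM) and Texas Red SRC2 peptide (20 nM) in Tris buffer with 1 uM T3 and 5% DMSO were incubated with pinned compound for 5 hr at ambient temperature. Total fluorescence was computed as S + 2P (555/632 nm).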
Tau ThT inhib – inhibitors of human tau fibril formation, thioflavin T binding. P10636. Potency, µM (highest dose often 57.4 µM), for inactives: at the top dose activity, negative = inhibition, actives largely listed as inhibitors. recombinant tau K18 P301L, heparin-induced fibrillization, ThT fluorescence. 270,000 tested, 2.1% active; further: on the % scale 0 is the no-effect control and ±100 the full control effect; nearly all actives have a fitted effect of over 55% in size
Target sequence (P10636 561-689 P618L limits assumed): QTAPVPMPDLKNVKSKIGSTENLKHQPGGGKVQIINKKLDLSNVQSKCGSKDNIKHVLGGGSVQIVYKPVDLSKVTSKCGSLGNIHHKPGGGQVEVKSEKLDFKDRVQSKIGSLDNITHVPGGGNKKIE
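In this qHTS, human K18 P301L tau is incubated with compound and heparin for 6 hr at 37 C, and Thioflavin T fluorescence then reports fibril load.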
HTT cytoprotect – protects HTT-Q103 PC12 cells, measured by ATP; 230,000 tested, 0.14% active; PC12 HTT-Q103 induced, cytoprotection, ATP luminescence, 40 h; Potency, µM (top dose mostly 56.4 µM), without a hit: cytoprotection (ATP increase), hits mostly activators;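 further: % of control where 0% means no effect; nearly all actives have a fitted effect of over 45% in size; toxic huntingtin expression switched on by the ecdysone agonist tebufenozide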
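ATP quantification (ATPlite) reports survival of PC12 cells in which tebufenozide, 100 nM final, switches on Htt exon 1 with 103 glutamines linked to GFP; compounds are titrated.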
Tau fluor counter – counter-screen for tau fibril formation inhibitors; 280,000 tested, 0.93% active; tau K18 P301L Alexa594 fluorescence, heparin fibrillization; Potency, µM (doses to about 57.7 µM), without a hit: at the top dose activity change, negative = decrease; AID 1463; further: on the % scale 0 is the no-effect control and ±100 the full control effect; nearly all actives have a fitted effect of over 55% in size
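Human tau K18 P301L (15 uM unlabeled, 0.24 uM Alexa 594-labeled) in 100 mM sodium acetate pH 7 with 20 uM heparin, 6 hr at 37 C. ThT 30 uM added, 1 hr ambient; Alexa 594 FP and total fluorescence read at 555/632 nm.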
Tau FP inhib – blocks human tau fibril formation measured by polarization | P10636 | K18 P301L tau heparin fibrillization, Alexa594 FP, 6 h | Potency, µM (highest dose often 57.7 µM), for inactives: at the highest dose activity, negative = inhibition, hits mostly inhibitors | 280,000 tested, 0.39% active; further: on the % scale 0 is the no-effect control and ±100 the full control effect; nearly all actives have a fitted effect of over 55% in size
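FP of Alexa 594-tau after heparin (20 uM) induction. Substrate: human K18 P301L, 15 uM unlabeled, 0.24 uM labeled. Buffer 100 mM sodium acetate pH 7. 6 hr, 37 C.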
* marks the source's active call; other numbers are inactive results; i = inactive; ? = inconclusive; . = no result given; & = joins results of further samples; [ ] = dose if it differs, or a comment. Unless noted, the call rests on the fitted dose curve; in most records, active means well fitted curve in the direction sought with a large enough effect; inconclusive means small, poorly fitted or top-dose-only effect, or another doubt; inactive means no such curve, though single readings can be large; an effect the other way counts as inactive or inconclusive. Potency means the concentration at half of the fitted maximal effect.

molecule,L3MBTL1 inh,TRb-SRC2 inh,RECQ1 helicase,TexasRed fluor,Tau ThT inhib,HTT cytoprotect,Tau fluor counter,Tau FP inhib
O=C(OCc1ccc(Cl)cc1Cl)c1cccnc1Cl,72%[activator],-1%,-12%,3%,-14%,8%,-19%,3%
O=C(C[n+]1ccccc1)Nc1c(Cl)cc(Cl)cc1Cl,11µM*,-5%,7%,-6%,18µM*,25%[10 µM],-39%,-62%
Cc1ccc(O)c(NC(=O)c2cc(-c3ccc(F)cc3)on2)c1,-12%,5%&4%,i,-2%&-1%,-5%&-11%,-26%[10 µM],-13%&-19%,-4%&-8%
CCn1ccc2c(OCC(=O)NCc3ccccc3)cccc2c1=O,.,-11%,.,-1%,-11%,.,-6%,-4%
COC(=O)c1ccc(OCC2c3cc(OC)c(OC)cc3CCN2C(C)=O)cc1 (configuration not stated),-5%,5%,i,-2%,-3%,-12%,0%,6%
O=C(N/C(=C\c1ccc([N+](=O)[O-])cc1)C(=O)N1CCCCC1)c1ccccc1,.,3%,-16%,0%,-14%,-24%,-19%,-2%
CCOc1ccc(-c2c[n+](=O)c3c(n2[O-])CCCC3)c(OCC)c1,2%,-9%,i,2%,0%,-2%,3%,3%
CCN1CCN(C(=O)c2oc(=O)c3ccccc3c2-c2ccc(C)cc2)CC1,?,6%,-3%,-1%,-8%,15%[10 µM],-6%,1%
COc1ccc(CC(=O)N2CCCC(C)C2)cc1 (configuration not stated),6%,-25%,i,1%,1%,13%,5%,-1%
Cc1ccccc1NC(=S)NCc1ccc(Cl)cc1,-5%,-4%,1%,-3%,3%,12%[10 µM],-5%,7%
Cc1ccc(C(=O)/C=C/C(=O)O)cc1,7%,-6%,-13%,?,?,-32%[10 µM],-10%,?
O=C(N/N=C/c1ccc(OCC(=O)N2CCCCC2)cc1)c1ccccc1,-1%,8%,-2%,-1%,?,-21%,-8%,-10%
C=C(C)Cn1c(-c2ccncc2)n[nH]c1=S,0%,-4%,i,0%,-4%,-39%,0%,-6%
CC(=O)Nc1cccc(N=NN2CCCCC2)c1,5%,-6%,i,0%,?,.,-3%,-6%
CCOC(=O)c1c(-c2ccc(OC)cc2)csc1/N=C/C1=C(O)CCCC1=O,-3%,9%,-23%,10%,?,.,?,11%
COC(=O)c1ccc(CSc2ncnc3sc(C)c(C)c23)o1,.,5%,-6%,4%,-7%,-12%,-13%,-12%
O=C(NCc1ccccc1)C1CCN(S(=O)(=O)c2cccc3cccnc23)CC1,1%,-20%,-2%,-5%,-3%,-5%[10 µM],-2%,-2%
CCOC(=O)CC(NC(=O)c1cc2cc(Br)ccc2oc1=O)c1cccc([N+](=O)[O-])c1 (configuration not stated),12%,5%,-6%,-1%,-3%,?,-12%,5%
CC1CCCCN1C(=O)c1ccc(S(=O)(=O)N2CCCCC2C)cc1 (configuration not stated),1%,-4%,0%,1%,-5%,-7%,-6%,-5%
COc1cccc(NC(=O)CSc2nc(=O)n(Cc3ccncc3)c3c2CCC3)c1,.,-11%,.,-2%,1%,.,2%,-3%
CC(C)C12CN3CC(C(C)C)(CN(C1)C3c1ccccc1)C2O (configuration not stated),2%,5%,-1%,1%,-2%,-1%[10 µM],7%,?
Cc1ccc(N2CC(C(=O)OCc3ccccc3F)CC2=O)cc1 (configuration not stated),2%,-3%,-1%,0%,-12%,14%[10 µM],-9%,3%
CCCCN(C)C(=O)c1ccc2c(=O)n3nc(Nc4cc(C)ccc4C)sc3nc2c1,.,1%,.,-3%,-2%,.,-9%,3%
O=C(CCc1nnc(CCCCc2ccccc2)o1)N1CCCCC1CCO (configuration not stated),0%,-4%,-1%,-4%,-11%,8%[10 µM],-9%,-2%
COc1cc(Nc2ncc3c(n2)CCN(Cc2cc(Br)cs2)C3)cc(OC)c1,.,1%,.,-2%,-17%,.,?,?
COc1ccc(-c2nc3c(c(SC)n2)Cc2c(CO)cnc(C)c2O3)cc1,.,-11%,.,1%,-2%,.,0%,1%
Cc1ccc(/C=C/C(=O)Nc2nccs2)o1,-16%,-7%,0%,2%,?,.,-20%,?
O=C1C(Cl)=C(Nc2ccccc2O)C(=O)N1CCc1ccccc1,-15%,2%,?,-2%,10µM*,8%[10 µM],?,?
CCOC(=O)c1c(CN(CC)CC)oc2ccc(OC)cc12,1%,-1%,-7%,-2%,2%,7%[10 µM],2%,0%
O=C(N/N=C/c1cccc([N+](=O)[O-])c1)c1cc2c(ccc3ccccc32)o1,6%,-10%,-9%,0%,?,-39%[inhibitor],-19%,4%
CCCCNC(=O)CSc1nc2cc3c(cc2c(=O)n1CCC(=O)NCCc1ccc(OC)c(OC)c1)OCO3,.,0%,-1%,0%,-10%,1%,-17%,-12%
CC(C)(Oc1ccc(Cl)cc1)C(=O)NCc1ccncc1,1%,8%,5%,1%,-4%,1%[0.074 µM],-6%,6%
O=C(CCN1C(=O)c2ccccc2C1=O)C1=NN[C@@H]2C(=O)N(c3ccc4c(c3)OCCO4)C(=O)[C@H]12,-7%,3%,-8%,-4%,-6%,22%[10 µM],-7%,3%
Cc1ccc(N2C(=O)C3C=NNC3C2=O)cc1 (configuration not stated),8%,-4%,i,0%,-3%,-1%[10 µM],2%,-4%
CCCCNS(=O)(=O)c1ccc2nc(-c3cccnc3)cc(C(=O)NCCCOC(C)C)c2c1,.,5%,.,0%,-6%,.,-15%,-4%
CCN(CC)CCCNC(=O)c1cc(-c2cccc(Cl)c2)on1,2%,-3%,-1%,0%,-4%,-58%[inhibitor],-6%,-4%
CCSCCNC(=O)c1cncc(Br)c1,.,-3%,-15%,-6%,0%,1%,2%,5%
COc1ccc(-n2nc3c(c2NC(=O)c2ccc(Br)cc2)CS(=O)C3)cc1 (configuration not stated),.,-21%,-13%,1%,0%,-10%,0%,3%
Fc1cccc(CN2CCN(Cc3nc(-c4cnccn4)no3)CC2)c1,-1%,0%,i,1%,6%,.,19%,9%
O=C(COC(=O)Cn1cnc2ccccc2c1=O)Nc1ccc(Cl)cc1,4%,-4%,-4%,-1%,0%,3%[10 µM],-11%,-5%

Entries of single compounds, quoted from the list. Order of screens: L3MBTL1 inh | TRb-SRC2 inh | RECQ1 helicase | TexasRed fluor | Tau ThT inhib | HTT cytoprotect | Tau fluor counter | Tau FP inhib
Entry for CC(C)(Oc1ccc(Cl)cc1)C(=O)NCc1ccncc1 → 1% | 8% | 5% | 1% | -4% | 1%[0.074 µM] | -6% | 6%
Entry for Fc1cccc(CN2CCN(Cc3nc(-c4cnccn4)no3)CC2)c1 → -1% | 0% | i | 1% | 6% | . | 19% | 9%
Entry for O=C(CCN1C(=O)c2ccccc2C1=O)C1=NN[C@@H]2C(=O)N(c3ccc4c(c3)OCCO4)C(=O)[C@H]12 → -7% | 3% | -8% | -4% | -6% | 22%[10 µM] | -7% | 3%

New compounds follow.
molecule,L3MBTL1 inh,TRb-SRC2 inh,RECQ1 helicase,TexasRed fluor,Tau ThT inhib,HTT cytoprotect,Tau fluor counter,Tau FP inhib
O=C(NCc1ccco1)c1ccc(Br)s1,-6%,-3%,-2%,-3%,-3%,-12%,0%,-10%
Cc1ccc(C2CC(c3ccccc3)=NN2C(=S)Nc2ccccc2)o1 (configuration not stated),.,3%,0%,-2%,?,-54%[inhibitor][10 µM],-12%,4%
O=C(NCCCCCNC(=O)c1ccccn1)c1ccccn1,-1%,2%,-2%,0%,-11%,7%[10 µM],-15%,-5%
COCCCN(C(=S)Nc1ccc(C)cc1Cl)C(C)c1ccncc1 (configuration not stated),-8%,-3%,0%,4%,-6%,8%[10 µM],-9%,1%
CC12CCC(C(=O)Nc3ccccc3Br)(C/C1=N\O)C2(C)C (configuration not stated),-4%,-2%,2%,-1%,-11%,-28%,-6%,-13%
CCOc1ccccc1CNC(=O)c1ccc2c(c1)N(Cc1ccc(C)cc1)CCS2,.,1%,.,-17%,?,.,?,13%
CCn1cnc2sc(C(=O)N(Cc3ccc(N(C)C)cc3)Cc3ccco3)c(C)c2c1=O,?,-4%,-20%,-2%,?,12%[10 µM],?,0%
Cc1nn(C)cc1/C=C(/C#N)C(N)=O,6%,7%,-8%,4%,-4%,.,-5%,7%
CCOC(=O)c1c(C)[nH]c(C)c1S(=O)(=O)N1CCCC(C(=O)Nc2ccccc2OCC)C1 (configuration not stated),.,1%,.,-2%,-2%,.,-5%,1%
O=C(CN1C(=O)CC(c2ccco2)Sc2ccccc21)Nc1cccc(C(F)(F)F)c1 (configuration not stated),.,-18%[53 µM],.,-82%[53 µM],-17%,.,?,-6%
Cc1cccc(-n2ncc(C(=O)NCc3ccc4c(c3)OCO4)c2C2CCN(C(=O)OC(C)(C)C)CC2)c1,.,-2%,.,-4%,-17%,.,-19%,-13%
CCc1cc(C(=O)c2ccc(OC)cc2)c(NC(=O)CN2CCCCC2)s1,-21%,-4%,-5%,0%,-14%,5%[10 µM],-21%,-15%
Cc1cc(C(=O)OCC(=O)NC2CCS(=O)(=O)C2)c2ccccc2n1 (configuration not stated),8%,4%,4%,-2%,-3%,-17%,-3%,-5%
CC1CCN(CCCC(=O)c2ccc(F)cc2)CC1,.,3%,6%,3%,.,?,.,.
COc1cc(/C=N\Nc2cc(=O)n(C)c(=O)n2C)ccc1O,-3%,0%,i,0%,?,.,-3%,-2%
COc1ccc(-n2c(CCC(=O)O)ccc2-c2ccccc2)c(OC)c1,.,7%,.,-2%,-24%,.,-16%,-2%
CCOC(=O)COc1ccc(C(=O)Nc2cccc(Cl)c2C)cc1,6%,1%,i,-4%,?,-6%,-12%,-4%

Assay outcomes: PubChem BioAssay, National Center for Advancing Translational Sciences (NCATS)

Some of the compounds tested; the hit share may differ from the screen's.
